Source: PubChem BioAssay
PAFAH1B3 inh: inhibitors of human PAFAH1B3; inhibition, % at 3.39 µM; 0.28% of 340,000 active; recombinant PAFAH1B3, FP-rhodamine probe, fluorescence polarization;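 active = inhibition above the screen-wide average of all tested compounds plus 3 SD, cut at about 25% in these data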;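 also: 0% = enzyme with DMSO only and 100% = wells lacking PAFAH1B3 protein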
Target sequence (Q15102 whole entry, looked up): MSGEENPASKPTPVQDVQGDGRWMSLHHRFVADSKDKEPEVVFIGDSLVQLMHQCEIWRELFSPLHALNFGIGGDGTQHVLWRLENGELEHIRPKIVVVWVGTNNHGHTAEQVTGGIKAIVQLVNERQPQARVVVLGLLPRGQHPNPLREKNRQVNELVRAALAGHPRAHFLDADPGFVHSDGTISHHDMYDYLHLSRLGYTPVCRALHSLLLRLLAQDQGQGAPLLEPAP
PAFAH1B2 FP inh: PAFAH1B2 (human) inhibition; AID 492953; inhibition, % at 3.39 µM; P68402; 1.2% of 340,000 active; recombinant PAFAH1B2, FP-rhodamine activity probe, fluorescence polarization;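 active = inhibition above the mean of all tested compounds plus 3 SD, cut at about 24% in these data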;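 also: 0% = enzyme with DMSO and 100% = wells lacking PAFAH1B2; many of its hits are not listed in these tables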
Target sequence (P68402 whole entry, looked up): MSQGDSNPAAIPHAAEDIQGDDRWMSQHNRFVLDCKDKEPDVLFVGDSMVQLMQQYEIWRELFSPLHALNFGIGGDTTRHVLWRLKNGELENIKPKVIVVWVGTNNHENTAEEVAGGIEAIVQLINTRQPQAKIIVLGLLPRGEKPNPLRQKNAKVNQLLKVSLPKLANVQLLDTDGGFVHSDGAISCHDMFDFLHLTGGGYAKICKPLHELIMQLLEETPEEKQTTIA
Active calls of the source: *. The list is partial; rates above refer to the full screens.

Molecule,PAFAH1B3 inh,PAFAH1B2 FP inh
COc1cc(NC(=O)OCc2ccccc2)c2ncccc2c1,4,6
O=C1c2ccccc2-c2onc3ccc(N4CCCC4)c1c23,74*,77*
CN(CC(=O)Nc1cccc(F)c1)C(=O)c1ccc(C(=O)c2ccccc2)cc1,9,2
COc1ccc(C(C)(C)C)cc1NS(=O)(=O)c1cccc2cccnc12,4,7
O=C(O)c1ccc(S(=O)(=O)NCC2CCCCC2)cc1,4,17
O=C1NC(c2ccccc2)C(c2ccccc2)N1 (stereo not given),50*,5
COc1ccc2ccc(OCC(=O)NCC3CCCO3)cc2c1 (stereo not given),2,5
Cc1cc(Cl)ccc1NC(=S)Nc1ccccn1,8,2
CCOc1ccc(S(=O)(=O)NCc2cccnc2)cc1NC(=O)c1ccccc1,4,-2
CN(C)c1ccc(C=NNc2ccccn2)c(Cl)c1,6,-2
Cc1nc(SCC(=O)NC2(C#N)CCCC2)n(CC(C)C)c1C,3,-4
C#CCOCCOCCOCCNc1nc(N2CCN(C(=O)[C@H](Cc3cc4ccccc4[nH]3)n3cc([C@@H](N)Cc4ccc(O)cc4)nn3)CC2)nc(N2CCN(C(=O)[C@H](Cc3cc4ccccc4[nH]3)n3cc([C@@H](N)CC(C)C)nn3)CC2)n1,2,1
O=C(CNC(=O)c1cccc(S(=O)(=O)N2CCc3ccccc32)c1)Nc1ccccc1Br,6,2
COc1cccc(N2CCN(c3ccc(S(=O)(=O)N4CCCC4)cc3)CC2)c1,9,-3
COc1ccc(S(=O)(=O)N2CCOCC2)cc1NC(=O)COC(=O)c1ccc(C)s1,5,8

A section from further up, for reference:
Molecule,PAFAH1B3 inh,PAFAH1B2 FP inh
COc1ccc2ccc(OCC(=O)NCC3CCCO3)cc2c1 (stereo not given),2,5
Cc1cc(Cl)ccc1NC(=S)Nc1ccccn1,8,2

Among those listed so far, four have a halogen:
Molecule,PAFAH1B3 inh,PAFAH1B2 FP inh
CN(CC(=O)Nc1cccc(F)c1)C(=O)c1ccc(C(=O)c2ccccc2)cc1,9,2
Cc1cc(Cl)ccc1NC(=S)Nc1ccccn1,8,2
CN(C)c1ccc(C=NNc2ccccn2)c(Cl)c1,6,-2
O=C(CNC(=O)c1cccc(S(=O)(=O)N2CCc3ccccc32)c1)Nc1ccccc1Br,6,2

New compounds follow.
Molecule,PAFAH1B3 inh,PAFAH1B2 FP inh
C=CCn1c(C23CC4CC(CC(C4)C2)C3)n[nH]c1=S,3,30*
CCC1(c2ccccc2)NC(=O)N(CC(=O)Nc2cccc(S(=O)(=O)N3CCCCC3)c2)C1=O (stereo not given),0,-4
O=C(Nc1cccc(Cl)c1)OCCOCCOC(=O)Nc1cccc(Cl)c1,3,18
O=C(CCNC(=O)c1ccco1)NNC(=O)c1ccc(Br)cc1,5,-1
CC(OC(=O)Cc1ccc(F)cc1)C(=O)N1CCc2ccccc21 (stereo not given),5,4
O=C1c2cccc3c(O)ccc(c23)C(=O)N1Cc1ccco1,18,24
O=C(NCc1cccnc1)c1cccc(S(=O)(=O)Nc2ccc(F)cc2)c1,10,2
Cc1cccc(-c2ccc3c(c2)C2CC3CCN2)c1 (stereo not given),9,-1
c1ccc(-c2c[nH]c(-c3ccccc3)c2)cc1,3,4
COCCCn1c(C)nnc1SCC(=O)Nc1cccc(C)c1,12,6
CCOC(=O)N1CCN(C(=O)COc2ccc3ccccc3c2Br)CC1,0,4
COc1cc(/C=C/C(=O)OCC(=O)NCCc2ccc(S(N)(=O)=O)cc2)ccc1OCC#N,-5,0
COc1ccc(S(=O)(=O)NC(C(=O)OCC(=O)Nc2ccc(N3CCOCC3)cc2)C(C)C)cc1 (stereo not given),2,1
CC(C)Sc1nc(N)nc2c1ncn2C1OC(CO)C(O)C1O (stereo not given),-5,-4
CCN1CCN(c2ccc(NC(=O)c3ccc4c(c3)OCCO4)cc2C)CC1,1,4
COC(CNC(=O)CCCn1nnnc1CN1CCOCC1)c1cccs1 (stereo not given),11,-6
CC1(C)CC(Nc2ccc(Nc3ccccc3)cc2)CC(C)(C)N1,7,4
CC1CN(Cc2ccco2)C(=S)N(c2ccccc2)C1=O (stereo not given),1,6
O=C(NN=CC=Cc1ccccc1)C(O)C(O)C(=O)NN=CC=Cc1ccccc1 (stereo not given),-2,4
Cc1ccc(C(=O)CC(=O)c2ccc(C)cc2O)cc1,6,0
CCN1C[C@@H]2[C@@H]3C(=O)N(C)C(=O)[C@@H]3[C@](CC)(C1=O)N2C(=O)c1ccc(F)cc1,5,-1
CC(C)(C)OC(=O)N1CCC(C(=O)Nc2cccc(C(=O)NCc3ccccc3)c2)CC1,9,5
O=c1c2ccccc2ncn1-c1ccc(Br)cc1[N+](=O)[O-],10,6
Oc1c(CN2CCOCC2)ccc(CN2CCOCC2)c1O,11,5
CCOC(=O)C(=O)Cc1nc(OCc2ccccc2)cc(OCc2ccccc2)n1,0,2
O=C(Nc1ccnn1C1CCN(C(=O)c2ccc(Cl)c(F)c2)CC1)C1CCOC1 (stereo not given),7,5
O=C1c2cccc3c([N+](=O)[O-])ccc(c23)C(=O)N1Cc1cccnc1,47*,20
CCN(CC(=O)N1CCCC1)S(=O)(=O)c1ccccc1,-2,2
CCCCCCCCNCCS(=O)(=O)NCc1ccccc1OC,3,8
OC1CC2CCC(C1)N2CCCN1c2ccccc2Sc2ccc(Cl)cc21 (stereo not given),9,8
COc1cc(N)c2ncccc2c1Br,11,2
Nc1ccc(-c2c3ccccc3nc3ccccc23)cc1,2,1
COC(=O)C[C@H](NC(=O)Cn1cc(C)c(=O)[nH]c1=O)C(=O)OC,4,3
C=CCOCC(O)Cn1c(N2CCCC2)nc2c1c(=O)n(C)c(=O)n2C (stereo not given),7,5
CCCCn1c(N)c(N(CCOC)C(=O)CN2C(=O)NC3(CC(C)CC(C)(C)C3)C2=O)c(=O)[nH]c1=O (stereo not given),0,3
CCc1nn(CC(=O)NCCCN2CCOCC2)c(=O)c2cc3c(OC)cccc3n12,-3,0
CC(C)CN1CC(Br)C(=O)NC1=O (stereo not given),-1,2
CCOC(=O)/C=C1/SCC(=O)N1Cc1ccc(Br)cc1,4,15
CCOC(=O)C(C#N)=CN1CCNc2ccccc21,7,1
FC(F)(F)c1ccccc1NC(=S)Nc1cccc2cnccc12,12,5
O=C(O)C(C1CCCCC1)C1(O)CCCC1 (stereo not given),-5,5
CCOC(=O)C1(NC(=O)CN2C(=O)c3ccccc3C2=O)CCCC1,5,3
C=CCn1c(=O)/c(=C/c2ccsc2)s/c1=C(\C#N)C(=O)NCCN1CCOCC1,0,5
CC(C)(C)c1ccc(N2C(=O)CC(c3ccccc3)C2=O)cc1 (stereo not given),0,-5
O=C1Cc2ccccc2C(=O)N1Cc1cccc(Cl)c1,9,8
COc1cccc(/C=C2/SC(=S)N(CC(=O)Nc3nnc(C)s3)C2=O)c1,5,6
COc1ccc(-n2cnc3c(N)nc(N)nc32)cc1,6,11
COc1ccc(-c2oc3cc(O)c(OC)c(O)c3c(=O)c2OC)cc1O,8,3
CCc1ccc(C(O)(CC(C)C)C(CN2CCOCC2)c2ccccc2)cc1 (stereo not given),0,1
C=C1CCc2c([nH]c3ccc(OCC(C)C)cc23)C1=O,11,5
O=c1oc2c(CN3CCOCC3)c(O)c(Cl)cc2c2c1CCC2,1,-1
CC1CCN(C(=O)COC(=O)C2CCN(S(=O)(=O)c3c(Cl)cccc3Cl)CC2)CC1,3,1
Cc1ccccc1OCC(O)COc1ccccc1C,7,5
CCn1ncc(CN2CCC(Oc3cc(C(=O)NC4CC4)ccc3OC)CC2)c1C,7,5
CC(=O)Nc1cccc2c1Cc1cc([N+](=O)[O-])ccc1-2,14,5
Cn1cnc2c(cnn2C)c1=N,11,3
COc1ccc(NC(=O)CCC(=O)c2ccc(F)cc2)cc1,6,1
Cc1ccc(NC(=S)NNC(=S)Nc2ccc(C)cc2)cc1,11,-1
Cc1ccc(NC(=O)c2ncn(CCCNCCCc3ccccc3)n2)cc1C,-1,0
COc1cc(/C=N/n2nnnc2N)ccc1OC(C)=O,3,6

3 compounds from above, arranged by the value under PAFAH1B2 FP inh, descending.
Molecule,PAFAH1B3 inh,PAFAH1B2 FP inh
CCn1ncc(CN2CCC(Oc3cc(C(=O)NC4CC4)ccc3OC)CC2)c1C,7,5
COc1ccc(-c2oc3cc(O)c(OC)c(O)c3c(=O)c2OC)cc1O,8,3
COc1ccc(NC(=O)CCC(=O)c2ccc(F)cc2)cc1,6,1

(more compounds)
Molecule,PAFAH1B3 inh,PAFAH1B2 FP inh
S=C(NCCCCc1ccccc1)NCc1ccccc1,6,5
CC(=O)Nc1ccc(NC(=O)c2cc(-c3ccccc3)nc3ccccc23)cc1,-11,-7
COc1ccc(N=Cc2ccccc2O)cc1,9,12
Cc1ccc2nc(N3CCN(C(=O)c4ccccc4F)CC3)c(C#N)cc2c1,2,-2
COc1cccc(S(=O)(=O)Nc2ccc3c(c2)OCCO3)c1,13,1
O=c1[nH]cncc1OCc1ccccc1,2,0
Cc1ccc(C(=O)Nc2ncccc2S(=O)(=O)c2ccccc2)cc1,6,0
CCCSc1ncnc2[nH]ncc12,0,4
O=C(O)C1OCC2(CO1)COC(C(=O)O)OC2 (stereo not given),4,3
O=[N+]([O-])C1=CC=C2C(=NC3(CCCCC3)N2O)C1=NCCc1ccccc1,6,7
CCSc1ncc(Cl)c(C(=O)N(Cc2ccc(N(C)C)cc2)C2CCS(=O)(=O)C2)n1 (stereo not given),4,-8
C/C(=N\NC(=O)c1cccc2ccccc12)c1cccnc1,3,6
N#Cc1cccnc1N1CCN(C(=O)c2ccccc2)CC1,9,-6
Cc1cccc(NS(=O)(=O)c2ccc(C)c(C(=O)NCC(c3ccco3)N3CCCCC3)c2)c1 (stereo not given),4,4
CN(C)S(=O)(=O)c1ccccc1N=C=S,4,2
CC(C)=CCc1c2c(c3occ(-c4ccc(O)c(O)c4)c(=O)c3c1O)C=CC(C)(C)O2,-2,-1
COc1cc(C(=O)Nc2ccc(NC(=O)C3CCCCC3)nc2)cc(OC)c1OC,3,-5
Cc1c(/C(O)=C2\C(=O)C(=O)N(CCCN(C)C)C2c2ccccc2)cnn1-c1ccccc1 (stereo not given),3,-2
Cc1ccc(O)c(N=Cc2cc(Cc3ccccc3)cc([N+](=O)[O-])c2O)c1,11,34*
COc1cc(C(=O)NCCCOC(C)C)ccc1OC1CCN(C(C)=O)CC1,9,-1
CN(C(=O)COC(=O)c1ccc(Cl)s1)C1(C#N)CCCCC1,-7,0
COc1ccc(C(CNC(=O)c2cccc(S(=O)(=O)Nc3ccc(Br)cc3)c2)N(C)C)cc1 (stereo not given),3,4
CCOC(=O)N1CCN(C(=O)c2c(Cl)cnn2C)CC1,4,1
Cc1cc(C)nc(NC(N)=NCCc2ccccc2)n1,1,4
CC1CCCC=CC2CC(OC(=O)CN(C)C)CC2C(O)C=CC(=O)O1 (stereo not given),3,2
CN(Cc1ccccc1)Cc1ccccc1C(O)c1ccccc1 (stereo not given),9,1
Cc1ccc(C(=O)O)cc1S(=O)(=O)Nc1ccccc1C(=O)NC1CC1,1,0
C[C@@H](N)C(=O)N[C@H]1CCC2C3CC=C4C[C@@H](O)CC[C@]4(C)C3CC[C@@]21C (stereo not given in full),11,6
Cc1ccc(C)[n+](CC(=O)N2CCCCC2)c1,2,3
CCCOc1cccc(C(=O)Nc2ccc(CN3CCOCC3)cc2)c1,9,2
O=S(=O)(NC1Cc2ccccc2C1)c1ccccc1,12,-1
Cn1cnnc1SCc1ccc(C(=O)N/N=C(/CCC(=O)O)c2ccc(C(C)(C)C)cc2)cc1,2,14
Cc1ccc2c(CC(=O)N3CCN(S(=O)(=O)c4ccccc4)CC3)coc2c1,3,4
O=C(CNc1cccc([N+](=O)[O-])c1)N1CCN(S(=O)(=O)c2ccc(Cl)cc2)CC1,5,24*
C/C(CC(=O)Nc1ccc(N(C)C)cc1)=N\NC(=O)c1ccc([N+](=O)[O-])cc1,6,8
Cc1c(CC(=O)NCC(=O)NCC(=O)O)c(=O)oc2c(C)c3oc4c(c3cc12)CCCC4,15,5
CC1(C)OC2OC(C3COC(=O)O3)C(OC(=O)c3ccccc3)C2O1 (stereo not given),5,4
O=C(Cn1cc(COc2ccccc2[N+](=O)[O-])nn1)c1ccc(O)cc1,13,2
O=C(O)c1ccc(C=NN2CCCCCC2)cc1,8,17
CSc1nc(N2CCOCC2)c2c(c1C#N)CC(C(C)C)OC2 (stereo not given),11,-1
CCN(CC)S(=O)(=O)c1ccc(N2CC(C(=O)NCCc3c[nH]c4ccccc34)CC2=O)cc1 (stereo not given),2,-3
CC(C(=O)N(C)Cc1cccc(F)c1)N1CCN(S(=O)(=O)c2ccc3c(c2)OCCCO3)CC1 (stereo not given),-2,-3
Cc1ccc(OCC(=O)NC2CCS(=O)(=O)C2)c(C)c1 (stereo not given),9,4
O=C(c1ccc(F)cc1)C1CCN(C(=O)c2ccc(Cl)cc2)CC1,0,3
O=[N+]([O-])c1cccc(COc2cccc(CN3CCCCC3)c2)c1,2,4
CCN(C1CCS(=O)(=O)C1)S(=O)(=O)c1ccc(Cl)s1 (stereo not given),-1,-2
Cc1ccc2oc(=O)ccc2c1,6,5
O=C(O)c1ccccc1SC1CC(=O)N(c2cccc3ccccc23)C1=O (stereo not given),-4,2
O=[N+]([O-])c1ccc(Nc2cccc3c2[nH]c2c(-c4ccccc4)nccc23)c([N+](=O)[O-])c1,-10,-3
O=C(N/N=C/c1cccc(OC(=O)c2cccc(Br)c2)c1)c1cccnc1,1,2
